From PubChem BioAssay
SENP6 block – blocks the human protease SENP6 | inhibition, % at 10 µM | Recombinant SENP6 catalytic domain, aminoluciferin luminescence | AID 2599 | Q9GZR1 | 1.8% of 330,000 active;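 active means inhibition above about 50% at the single tested dose, limit read from the data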;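 further: plate controls were DMSO wells with enzyme for no effect and DMSO wells lacking enzyme for full effect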
SENP8 block-1 – inhibitors of human SENP8 protease. Q96LD8. recombinant SENP8, Nedd8 substrate fluorescence. inhibition, % at 20 µM. 0.64% of 360,000 active. AID 602440; in the data active means inhibition mostly above about 40%, no sharp cut-off; inactive means mostly below about 27%
SENP7 block – inhibitors of human SENP7 protease; AID 434973; Q9BQF6; recombinant SENP7, Z-RLRGG-aminoluciferin luminescence, 40 min; inhibition, % at 5 µM; 1.5% of 330,000 active;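 active means inhibition above about 50% at the single test dose, limit read from the data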;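 further: plate controls were DMSO with enzyme for no effect and no enzyme buffer wells for full effect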
SENP1 inh – inhibitors of human SENP1 SUMO protease catalytic domain; recombinant SENP1 catalytic domain, CyPet-SUMO1-YPet FRET cleavage; inhibition, % at 10 µM; 0.21% of 360,000 active;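 active means inhibition at least 30% at 10 µM, raw YFP signal under a set limit, fluorescence ratio 0.5 to 1.5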;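 further: 0% = enzyme with DMSO and 100% = no enzyme wells; some results filed as inactive read as strong as hits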
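system = hSENP1 catalytic domain, recombinant | reagent = SFCypet-SUMO1-SFYpet substrate at 25 nM | doses = one dose per compound, 10 µM, 0.5% DMSO | incubation = enzyme reaction for 50 min at room temperature, dark | measured by = FRET, CFP and YFP emission | controls = no-enzyme low, enzyme-DMSO high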
Apaf1 inhib – inhibitors of human Apaf-1 apoptosome | O14727 | reconstituted apoptosome caspase-3 activity, DEVD-Rh110 fluorescence | inhibition, % at 20 µM | 0.71% of 330,000 active | AID 489030; active means inhibition of at least 40% at 20 µM;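 further: plate controls were DMSO wells for no effect and DEVD-CHO caspase inhibitor wells for full effect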
Target sequence (O14727 whole entry, looked up): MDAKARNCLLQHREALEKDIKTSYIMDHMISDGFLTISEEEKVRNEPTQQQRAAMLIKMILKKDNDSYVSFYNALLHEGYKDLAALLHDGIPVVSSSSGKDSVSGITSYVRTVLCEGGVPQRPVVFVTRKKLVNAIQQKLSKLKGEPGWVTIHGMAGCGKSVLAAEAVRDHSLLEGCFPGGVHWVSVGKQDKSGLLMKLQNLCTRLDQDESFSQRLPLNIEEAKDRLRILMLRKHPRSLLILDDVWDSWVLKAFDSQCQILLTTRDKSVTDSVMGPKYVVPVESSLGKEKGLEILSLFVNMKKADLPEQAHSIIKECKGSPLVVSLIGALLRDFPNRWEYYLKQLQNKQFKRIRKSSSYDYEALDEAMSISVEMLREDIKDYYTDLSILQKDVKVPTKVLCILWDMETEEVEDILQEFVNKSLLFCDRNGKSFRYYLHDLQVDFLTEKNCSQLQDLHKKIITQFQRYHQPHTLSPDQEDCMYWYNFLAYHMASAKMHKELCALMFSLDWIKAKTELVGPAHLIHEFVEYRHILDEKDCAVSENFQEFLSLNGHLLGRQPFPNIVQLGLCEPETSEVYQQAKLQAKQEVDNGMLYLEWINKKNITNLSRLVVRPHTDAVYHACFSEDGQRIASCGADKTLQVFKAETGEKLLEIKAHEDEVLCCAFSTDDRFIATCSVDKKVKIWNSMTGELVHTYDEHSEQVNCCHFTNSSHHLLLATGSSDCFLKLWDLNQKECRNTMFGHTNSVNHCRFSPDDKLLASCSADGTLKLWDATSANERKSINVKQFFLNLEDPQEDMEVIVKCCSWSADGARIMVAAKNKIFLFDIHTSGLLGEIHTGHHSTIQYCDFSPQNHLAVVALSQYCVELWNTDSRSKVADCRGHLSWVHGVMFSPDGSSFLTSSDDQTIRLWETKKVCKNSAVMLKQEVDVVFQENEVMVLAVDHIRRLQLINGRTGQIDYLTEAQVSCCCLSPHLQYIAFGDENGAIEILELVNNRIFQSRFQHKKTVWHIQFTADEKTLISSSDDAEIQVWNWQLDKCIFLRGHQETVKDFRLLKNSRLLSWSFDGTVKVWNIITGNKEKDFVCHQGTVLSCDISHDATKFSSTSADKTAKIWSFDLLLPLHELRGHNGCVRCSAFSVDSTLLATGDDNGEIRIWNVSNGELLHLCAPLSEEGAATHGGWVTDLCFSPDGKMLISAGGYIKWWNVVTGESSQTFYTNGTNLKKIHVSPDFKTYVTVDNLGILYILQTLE
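Material: reconstituted apoptosome with Apaf-1, cytochrome c, caspase-9, procaspase-3, dATP; medium: pH 7.5 Hepes buffer with CHAPS, BSA, DTT; also added: cytochrome c and DEVD-Rh110 substrate; timing: 30 min plus 50 min, RT; signal: Rh110 fluorescence intensity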
UBC13 polyUb – blocks human UBC13 polyubiquitin chain formation | 0.47% of 330,000 active | inhibition, % at 20 µM | P61088 | AID 485273 | TR-FRET; in the data active means inhibition above about 45%, passing the limit was not always enough
APOBEC3G inh – APOBEC3G (human) deaminase inhibition. recombinant A3G, ssDNA deamination FAM/TAMRA fluorescence. AID 493012. 0.28% of 330,000 active. inhibition, % at 20 µM. Q9HC16;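 active means inhibition of at least 40% at 20 µM, with no more than 30% in the related APOBEC3A deaminase screen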;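 further: plate controls were DMSO wells with A3G for no effect and wells lacking A3G enzyme for full effect; some compounds called inactive have numbers as strong as hits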
SENP8 block-2 – blocks the human protease SENP8; purified SENP8, Z-RLRGG-aminoluciferin cleavage, luminescence; AID 2540; 1.2% of 330,000 active; inhibition, % at 10 µM; Q96LD8; in the data active means inhibition above about 50%
* hit, by the source's call; . = not tested or not shown.

Compound	SENP6 block	SENP8 block-1	SENP7 block	SENP1 inh	Apaf1 inhib	UBC13 polyUb	APOBEC3G inh	SENP8 block-2
Nc1ncnc2c1ncn2[C@@H]1O[C@H](CNCc2ccccc2OCc2ccc(Cl)cc2Cl)[C@@H](O)[C@H]1O	-16	13	1	2	-4	15	-4	1
Cn1ccnc1SCc1ccc([N+](=O)[O-])cc1	9	10	6	2	-22	13	-6	-5
COc1ccc(NC(=O)COc2coc(CN3CCCc4ccccc43)cc2=O)cc1	-18	2	-1	2	3	-6	-3	-5
CC(C)OC(=O)CCC(=O)Nc1nc2ccccc2s1	-14	-4	4	-1	-2	2	-2	2
COc1ccc(C2CC(c3ccccc3)=NN2C(=O)COC(=O)COc2ccccc2)cc1 (stereo unspecified)	-14	-3	-4	-2	5	18	-6	1
Cc1ccc(NC(=O)c2ccc(=O)[nH]n2)cc1S(=O)(=O)Nc1ccc(SC(F)F)cc1	8	6	-3	1	3	-7	1	1
CCOc1ccc(N(CC(=O)NC2CCCC2)C(=O)CCCC(=O)Nc2ccccn2)cc1	3	14	10	1	0	-2	-1	0
C/C(=N\NC(=O)COc1ccc(C#N)cc1)c1ccc(N2CCOCC2)cc1	-5	-43	-4	1	-1	6	2	2
COC(c1ccccc1)c1nnc(CCC(=O)N(C)Cc2cccc(-n3cccn3)c2)o1 (stereo unspecified)	-2	7	0	0	-19	-1	-9	2
CCCCC[C@@H]1C=C(C(=O)O)[C@H](c2ccc(F)cc2)N1S(=O)(=O)c1ccc(C)cc1	17	0	1	0	-2	-17	-4	2
CCn1c(-c2cccc(Cl)c2)n[nH]c1=S	16	-267	9	1	-9	7	47*	1
CC(C)(C)c1ccc(C(=O)CS(=O)(=O)c2ccccc2)cc1	24	16	3	0	11	14	-3	-2
COc1cccc(N2CCN(c3ccc4nnc(CCC(=O)Nc5ccccn5)n4n3)CC2)c1	-6	4	-4	2	5	-4	-3	-7
Cc1cc(F)ccc1NC(=O)Cn1c(C)csc1=O	9	-8	4	4	-5	0	-6	6
Cc1ccc(/C([O-])=C(/C(=S)Nc2ccc(SC(F)F)cc2)[n+]2ccccc2)cc1[N+](=O)[O-]	-11	1	-7	-56	0	-6	-6	-9
CCOC(=O)C1CCN(C(=O)Cn2cccc2C(=O)c2ccccc2)CC1	-16	20	-3	3	-3	5	-3	2
CCOc1ccc(NC(=O)NC2CCOC(C)(C)C2)cc1 (stereo unspecified)	-10	11	5	1	6	7	0	2
CC(=O)c1ccc(N2CCN(CC(=O)NCc3ccccc3)CC2)cc1	-10	-18	4	2	2	4	-11	3
CCOC(=O)C1CCN(C(=O)Cc2ccc(C)cc2)CC1	-19	5	0	1	-6	7	-1	-3
CC1(C)Cc2c(sc(/N=C/N3CCCCC3)c2C#N)C(C)(C)N1	-3	14	3	-1	-32	-3	-7	0

Reprinted from the listing (3 entries):
Compound	SENP6 block	SENP8 block-1	SENP7 block	SENP1 inh	Apaf1 inhib	UBC13 polyUb	APOBEC3G inh	SENP8 block-2
Nc1ncnc2c1ncn2[C@@H]1O[C@H](CNCc2ccccc2OCc2ccc(Cl)cc2Cl)[C@@H](O)[C@H]1O	-16	13	1	2	-4	15	-4	1
Cn1ccnc1SCc1ccc([N+](=O)[O-])cc1	9	10	6	2	-22	13	-6	-5
COc1ccc(NC(=O)COc2coc(CN3CCCc4ccccc43)cc2=O)cc1	-18	2	-1	2	3	-6	-3	-5

Next compounds follow.
Compound	SENP6 block	SENP8 block-1	SENP7 block	SENP1 inh	Apaf1 inhib	UBC13 polyUb	APOBEC3G inh	SENP8 block-2
CCNC(=O)COC(=O)c1cc(-c2ccco2)nc2ccccc12	4	-417	-2	-10	-20	15	25	7
COc1ccc(C2SCC(=O)N2c2c(C)n(C)n(-c3ccccc3)c2=O)cc1 (stereo unspecified)	-1	17	-1	-1	-11	4	-3	5
CCCc1cc(=O)[nH]c(SCC(=O)c2c(N)n(CC(C)C)c(=O)n(C)c2=O)n1	-13	2	11	0	9	-2	-10	-19
COc1cccc2sc(N(CCCN(C)C)C(=O)c3ccc(S(=O)(=O)N4CCc5ccccc5C4)cc3)nc12	-12	11	2	-1	37	64*	-6	0
Cc1ccc(Nc2ncnc3ccccc23)cc1	-6	-31	7	1	9	2	5	-6
COc1ccccc1CC(=O)NCCc1ccc(S(N)(=O)=O)cc1	14	9	3	2	1	1	1	2
CC(C)n1nnnc1SCC(=O)Nc1ccc2c(c1)OCCO2	-2	.	7	.	-14	1	-2	-8
Cc1cc(OCC(=O)OCC(=O)NCc2cccs2)ccc1Cl	13	9	-12	5	1	-28	5	-16
COc1ccc(CCNC(=O)c2ccc(S(=O)(=O)N3CCCCC3)cc2)cc1	-17	9	12	2	14	-3	1	0
COC(=O)C1=C(C)N(Cc2cccnc2)C(=O)/C1=C\c1sccc1C	-7	38	5	1	2	-13	-15	2
CCCCc1c(C)nc2ccc(OC)cc2c1SCCC(=O)O	-2	-20	0	-2	-16	-1	6	-1
Cc1ccc(S(=O)(=O)Nc2c(NC3CCCCC3)c3ccccc3oc2=O)cc1	-8	-37	3	4	13	4	11	-6
COc1cc(/C=N/O)ccc1OCc1ccc([N+](=O)[O-])cc1	21	27	18	2	-3	10	-4	2
CCOC(=O)c1cnc(-c2cccc(OC)c2)[nH]c1=O	-2	-6	7	0	3	-4	-3	1
COc1cccc2cc(/C(C)=N/NC(=O)c3ccco3)oc12	-8	-81	5	0	2	-11	-10	-1
O=C(NC1CC1)C1CCN(S(=O)(=O)c2ccc(Cl)c([N+](=O)[O-])c2)CC1	-15	7	9	-1	10	-1	1	-2
CSc1ccccc1NC(=O)CN(c1cc(C)cc(C)c1)S(C)(=O)=O	-16	16	4	1	13	3	-6	2
CCCCCN1C(C)=CC(=C(C#N)C#N)C=C1C	1	7	7	2	2	0	0	-5
CSc1ccc(/C=C(\NC(=O)c2ccco2)C(=O)N2CCCCC2)cc1	-7	-46	-6	1	11	-12	-2	-6
O=C(CSc1nnc(CNC(=O)c2cccs2)o1)Nc1ccc(Br)cc1	-26	14	-8	0	-11	-4	-5	-4

Other compounds.
Compound	SENP6 block	SENP8 block-1	SENP7 block	SENP1 inh	Apaf1 inhib	UBC13 polyUb	APOBEC3G inh	SENP8 block-2
Cc1csc(/C(=N/OC(=O)c2ccco2)C(N)=O)n1	12	17	-1	-1	-21	11	-5	7
C=CCn1cc(C(=O)OC)c(=O)c2cc(S(=O)(=O)N(CC)CC)ccc21	-18	11	-2	-1	-2	-6	0	6
c1ccc(-c2nn3c(-c4ccccc4)nnc3s2)cc1	1	3	-2	-1	2	5	-12	-6
CCN(CC)c1ccc(S(=O)(=O)N2CCOCC2)cc1NC(=O)COC(=O)COc1ccccc1C	-11	3	11	1	19	-6	-3	-5
CCOc1ccc(N2CC(C(=O)NCc3cccc(C)c3)CC2=O)cc1 (stereo unspecified)	-10	22	8	2	2	-5	-2	-8
Cc1ccc(C(=O)CNc2ccc(C)cc2C)cc1	-8	29	0	3	0	-2	-1	-7
Cc1ccc(C)c(OCCC(=O)OCC(=O)Nc2ccc(N3CCOCC3)cc2)c1	-1	8	8	0	11	6	0	1
O=C(Nc1cccc(S(=O)(=O)NC2=NCCC2)c1)C1CC(=O)N(c2ccc3c(c2)OCCO3)C1 (stereo unspecified)	7	9	0	2	-16	4	-10	-2
CCCCNS(=O)(=O)c1cc(-c2nn(C)c(=O)c3ccccc23)ccc1C	2	10	1	2	-6	2	-1	3
Cc1cc2c(OCC(O)CNC(C)(C)C)cccc2[nH]1 (stereo unspecified)	-18	1	-2	0	4	-6	-8	-5
COc1cc(C(=O)Nc2nc3ccc(S(C)(=O)=O)cc3s2)cc(OC)c1C	9	-258	0	-4	12	47*	-4	2
COc1ccccc1COCC(O)CN1CCN(S(=O)(=O)c2cccc(F)c2)CC1 (stereo unspecified)	-25	1	-7	1	1	-12	-7	-13
COc1cc(CCC(=O)Nc2ccc(Br)c(C(F)(F)F)c2)cc(OC)c1OC	-2	0	5	4	15	17	-7	0
Cc1ccc(-c2ccc(/C=C3\SC(N4CCOCC4)=NC3=O)o2)cc1	-7	-198	1	-26	22	-12	-4	2
COc1ccc(OCC(=O)Nc2c(C(=O)N3CCN(C)CC3)oc3ccccc23)cc1	-8	3	0	0	10	5	2	2
CC(C)CCNC(=O)C1CCC(CNc2c(N3CCCC3)c(=O)c2=O)CC1 (stereo unspecified)	-12	23	6	-1	-11	19	-6	-1
Cc1c(NC(=O)C(C)Sc2nc(N)cc(=O)[nH]2)c(=O)n(-c2ccccc2)n1C (stereo unspecified)	2	9	-5	1	-8	6	-9	0
COC(=O)C(C)n1cnc2c(cnn2-c2ccc(Cl)cc2)c1=O (stereo unspecified)	-17	11	1	2	8	8	-7	-4
Cc1ccc2nc(NC(=O)CSCC(=O)Nc3cc(C)on3)sc2c1	49	-2	40	-1	6	-4	-2	18
CCOC(=O)c1ccc2nc(CCC(=O)N[C@H](C(=O)OC)C(C)C)c(=O)n(CC)c2c1	8	-58	4	-10	-13	-7	-2	5

Other results follow.
Compound	SENP6 block	SENP8 block-1	SENP7 block	SENP1 inh	Apaf1 inhib	UBC13 polyUb	APOBEC3G inh	SENP8 block-2
COC(=O)c1ccc(C2C(C(=O)Nc3ccccc3C)=C(C)Nc3ncnn32)cc1 (stereo unspecified)	-7	16	-3	0	-9	8	-5	0
COc1ccc(N2CCN(CCCNC(=O)CC3Oc4ccc(C)cc4NC3=O)CC2)cc1 (stereo unspecified)	-16	6	1	-1	2	16	-6	-3
O=C(CC1NCCc2ccccc21)Nc1cccc(Cl)c1 (stereo unspecified)	-17	15	-9	1	15	-4	-8	-12
O=C(Nc1ccc(Br)c(Br)c1)C1CCCO1 (stereo unspecified)	-55	8	6	1	-5	-3	-4	-8
Cc1cccc(OCC(=O)N/N=C2/SCC(=O)N2Cc2ccco2)c1	-2	4	0	1	-3	4	-3	2
Cn1c(=S)n(CCC(=O)O)c2ccccc21	-7	1	1	2	-2	1	-6	3
CCOC(=O)c1sc(NC(=O)CSc2nc(C)cc(C)c2C#N)c(C#N)c1C	0	-47	4	-19	-3	14	-3	-2
O=C(/C=C\NCC(=O)c1ccccc1)c1ccc(F)cc1	-18	15	1	-8	-15	0	-4	3
